# USP8 block: inhibitors of human USP8 deubiquitinase | purified USP8, Ub-rhodamine cleavage fluorescence, 30 min | P40818 | actives 4.2% (n = 47,000) | inhibition, % at 20 µM
# USP17 inh: inhibitors of human USP17 deubiquitinase; A8MUK1; purified USP17, Ub-rhodamine cleavage fluorescence, 3 h; inhibition, % at 50 µM; actives 6.5% (n = 47,000); AID 1645855
# UCHL1 inh: inhibitors of human UCHL1 deubiquitinase; P09936; purified UCHL1, Ub-rhodamine cleavage fluorescence; inhibition, % at 20 µM; actives 0.2% (n = 47,000)
# Target sequence (P09936 whole entry, looked up): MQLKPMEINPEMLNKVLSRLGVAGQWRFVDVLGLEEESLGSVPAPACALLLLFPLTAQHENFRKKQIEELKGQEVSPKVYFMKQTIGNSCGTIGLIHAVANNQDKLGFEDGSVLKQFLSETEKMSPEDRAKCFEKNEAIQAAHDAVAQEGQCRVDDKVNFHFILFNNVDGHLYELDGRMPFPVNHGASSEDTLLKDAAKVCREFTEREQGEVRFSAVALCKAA
# OTUD3 inh: inhibitors of human OTUD3 deubiquitinase | purified OTUD3, Ub-rhodamine fluorescence, 2 h | Q5T2D3 | actives 0.7% (n = 47,000) | AID 1645858 | inhibition, % at 25 µM
# USP28 inh: human USP28 deubiquitinase inhibition. actives 3% (n = 47,000). Q96RU2. AID 1645857. inhibition, % at 25 µM. purified USP28, Ub-rhodamine cleavage fluorescence, 30 min
# USP10 block: human USP10 deubiquitinase inhibition; purified USP10, Ub-rhodamine fluorescence, 60 min; inhibition, % at 20 µM; actives 1.1% (n = 47,000); AID 1645856
# Target sequence (Q14694 whole entry, looked up): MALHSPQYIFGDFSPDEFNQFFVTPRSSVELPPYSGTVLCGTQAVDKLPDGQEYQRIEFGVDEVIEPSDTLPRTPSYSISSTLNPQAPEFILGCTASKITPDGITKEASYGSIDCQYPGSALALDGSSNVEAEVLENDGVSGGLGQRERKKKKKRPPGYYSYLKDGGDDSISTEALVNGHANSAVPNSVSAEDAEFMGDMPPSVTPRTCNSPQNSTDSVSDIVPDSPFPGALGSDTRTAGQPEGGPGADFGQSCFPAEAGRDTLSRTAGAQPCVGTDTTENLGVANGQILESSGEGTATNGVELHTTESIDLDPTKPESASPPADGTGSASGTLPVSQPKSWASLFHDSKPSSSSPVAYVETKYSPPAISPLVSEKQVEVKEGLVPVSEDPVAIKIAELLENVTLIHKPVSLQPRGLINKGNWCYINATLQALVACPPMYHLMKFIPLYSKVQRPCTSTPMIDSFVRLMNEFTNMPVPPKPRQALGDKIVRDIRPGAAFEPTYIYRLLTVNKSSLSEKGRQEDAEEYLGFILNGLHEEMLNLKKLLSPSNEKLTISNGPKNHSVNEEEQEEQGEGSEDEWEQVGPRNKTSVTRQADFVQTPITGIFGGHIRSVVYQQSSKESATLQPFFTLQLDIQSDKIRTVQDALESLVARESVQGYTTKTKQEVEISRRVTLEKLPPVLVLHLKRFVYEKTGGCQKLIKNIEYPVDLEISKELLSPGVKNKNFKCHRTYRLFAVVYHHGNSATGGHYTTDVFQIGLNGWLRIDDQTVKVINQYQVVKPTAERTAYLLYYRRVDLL
# USP30 inh: human USP30 deubiquitinase inhibition. Q70CQ3. purified USP30, Ub-rhodamine cleavage fluorescence. inhibition, % at 25 µM. actives 5.3% (n = 47,000). AID 1645860
# USP7 inh: blocks human USP7 ubiquitin-rhodamine cleavage | Q93009 | purified USP7, Ub-rhodamine cleavage fluorescence | inhibition, % at 20 µM | actives 0.3% (n = 47,000)
# * hit, by the source's call; x = no result given. Cut-off read from the data, not from the text of the source: active = inhibition above about 30%; inactive = the rest. Random draw from the library; overall some 13% were active at least once.
SMILES,USP8 block,USP17 inh,UCHL1 inh,OTUD3 inh,USP28 inh,USP10 block,USP30 inh,USP7 inh
COc1ccc(S(=O)(=O)N2CCN(Cc3nc4cc(Cl)ccc4c(=O)[nH]3)CC2)cc1,6,0,0,0,-1,-3,-22,2
COc1cccc(N2C(=O)CN(S(C)(=O)=O)CC2(C)C(=O)NCc2ccccc2)c1 (stereo not given),10,10,2,14,11,-2,9,2
Cc1ccc(S(=O)(=O)[C@H]2CS(=O)(=O)C[C@@H]2NCCc2ccccc2F)cc1,6,7,1,7,6,0,0,4
Cc1noc(-c2ccc(-n3ncc(C(=O)NCc4ccccc4C)c3C)nc2)n1,0,2,0,-1,-6,-1,-5,-4
COc1ccc2c(c1)C1CC(C)(NC(=O)C1c1nc3ccccc3s1)O2 (stereo not given),4,1,2,4,14,-4,3,2
CCn1cc(C(=O)NC(C)c2cccnc2)c(=O)c2ccc(C)nc21 (stereo not given),-26,-54,-15,-40,-41,-9,-160,x
COC(=O)c1ccccc1NC(=O)c1cc2ccccc2c(=O)s1,0,0,-8,0,-4,0,-3,-2
CCOc1ccc(Oc2ccc(S(=O)(=O)N3CCOCC3)cc2NC(=O)COc2ccccc2OC)cc1,-7,-17,0,1,-15,-5,-21,7
CSc1cccc(NC(=O)CCCC2=NS(=O)(=O)c3ccccc3N2)c1,-77,-23,-3,-9,-8,0,-1,0
COc1ccc(-n2ccc(=O)c(-c3nc(-c4ccccc4C)no3)n2)cc1,34*,19,3,12,11,5,38*,15
O=C(C1CCCN(c2nccn3nc(-c4cccc(Cl)c4)cc23)C1)N1CCSCC1 (stereo not given),-21,-42,-21,-34,-29,-7,-157,-57
Cc1cccc(CCC(=O)N2CCC(c3nc4ccccc4cc3C(N)=O)CC2)n1,-15,-12,-5,-7,-15,-1,-6,-2
COc1ccc(N(Cc2cc3ccccc3[nH]c2=O)S(C)(=O)=O)cc1,5,9,-2,-7,-7,3,-3,-1
COc1ccc(CC(=O)N(Cc2nc3nc(C)cc(C)n3n2)c2ccc(C)cc2)cc1OC,-8,-10,-5,-4,-3,-2,-1,-5
O=c1ccc(-c2noc(/C=C/c3ccc4c(c3)OCO4)n2)c[nH]1,3,47*,3,16,9,-1,6,3
CCN1C(=O)COc2ccc(-c3noc(-c4ccc(C#N)cc4)n3)cc21,5,0,0,-2,-6,1,-4,2
Cn1c(-c2ccccc2)c(C(=O)COc2ncnc3ccccc23)c2ccccc21,0,-3,-9,-8,2,-1,-8,-2
CCn1c(SCC(=O)Nc2cccc(Cl)c2C)nc(=O)c2c(C)cc(C)nc21,-1,-64,-16,-43,-46,-12,-203,-1
CCOc1ccc(CNC(=O)c2noc(C)c2CN2CCOCC2)cc1,-12,-22,-8,-6,-12,-2,-16,-1
CCCNC(=O)c1ccc2c(c1)N(CCC)C(=O)C1CCC(=O)N21 (stereo not given),-5,6,1,4,2,-1,-5,x
Cc1ccc(NC(=O)c2cncn2-c2ccccc2)cc1S(N)(=O)=O,24,7,3,8,11,0,19,7
O=C(c1cc(-c2cccnc2)n[nH]1)N1CCN(C(=O)c2cccc3[nH]ccc23)CC1,-238,3,1,5,0,1,7,2
N#Cc1cccc(Cn2cc(S(=O)(=O)N3CCCCC3)ccc2=O)c1,20,10,3,15,10,0,29,-2
CC(=O)c1c(C)nn(CC(O)Cn2c3c(c4cc(C)ccc42)CCCC3=O)c1C (stereo not given),-1,-12,-1,-2,1,-2,3,-11
CN1CCC(N[C@H]2[C@H](O)[C@H](O)C[C@@H]2c2ccccc2)CC1,-5,-39,-13,-19,-20,-4,-67,-6
COCC(=O)N1CCCCCC1C1CCN(c2nn3cc(C)nc3s2)CC1 (stereo not given),-92,-11,0,2,0,-2,16,-9
COc1ccccc1C(=O)N1CCc2cc(S(=O)(=O)N3CCCC3)ccc21,6,1,0,6,19,-2,26,2
Cn1c(SCC(=O)Nc2ccc(Cl)cc2)nnc1-c1cnccn1,6,9,-1,1,0,-9,0,0
O=C(Nc1c(C(=O)N2CCOCC2)oc2ccccc12)c1ccc(F)cc1,3,-3,-1,2,1,1,22,-34
O=C1CCCC[C@]2(CN(Cc3ccc(N4CCCC4=O)cc3)C[C@H]2c2ccccn2)N1,-2,1,-2,-4,-5,1,1,-1
CN(C)CCN(C1CCN(CCc2cccs2)CC1)S(C)(=O)=O,10,5,-1,6,-6,-6,-9,7
CC(=O)N1CCSc2ccc(S(=O)(=O)Nc3cc(F)ccc3F)cc21,29,-2,2,14,8,3,1,5
CC(=O)N1[C@@H](CNC(=O)c2cc(C(C)C)[nH]n2)C[C@@]2(C)[C@@H](O)CCCC[C@@H]12,3,-9,-2,-3,-17,0,2,2
CN1CC(c2ncn[nH]2)c2cc(C(=O)NCc3cccc(F)c3)ccc21 (stereo not given),21,8,4,1,5,10,12,11
COc1ccc(Nc2nc(N3CCN(C)CC3)nc3c2C(=O)CC(C)(C)C3)cc1,-3,-12,-1,-8,-17,-1,-12,1
CCOC(=O)C1=C(CNCc2ccccc2Cl)NC(=O)NC1c1ccccc1 (stereo not given),2,-2,2,0,-4,10,10,-24
C[C@H]1C(=O)N2CCN(S(=O)(=O)c3ccc4ccccc4c3)C[C@H]2C(=O)N1C,-4,-8,-1,-9,-9,-2,-4,0
COc1ccc(C(C(=O)Nc2ccc(F)cc2)N(C(=O)c2cnccn2)c2ccccc2)cc1 (stereo not given),7,9,4,12,6,0,3,0
Cc1cccnc1NC(=O)CC(c1cccc(F)c1)n1cccc1 (stereo not given),0,-1,4,1,0,-4,-2,-7
CCOc1ccccc1N(C)C(=O)c1cc(S(=O)(=O)NC2CCCCC2)ccc1F,-45,-10,0,-5,0,1,-29,-1
CSCc1c(C)noc1-c1cc(C)on1,-1,0,0,9,4,-1,8,x
CC(C)NC(=O)N1CC[C@H]2N(C)CC[C@@]2(C(=O)Nc2cccnc2)CC1,-2,3,0,3,4,0,9,1
O=C(c1ccc(Cn2c(=O)[nH]c3ccccc3c2=O)cc1)N1CCN(Cc2ccc3c(c2)OCO3)CC1,9,33*,5,0,18,4,25,6
Cc1ccc(NC(=O)CN2CCC3(CCC2=O)NC(=O)c2ccccc2N3)cc1Cl (stereo not given),-7,-7,3,-1,0,-1,-4,1
CCCc1ccc(C(C)NC(=O)c2cnn3c(C(F)F)cc(-c4ccc(OC)cc4)nc23)cc1 (stereo not given),22,34*,7,13,18,3,15,12
CCN1CCN(c2ccc(NC(=O)COc3ccccc3C)cc2)CC1,-11,-12,-7,-11,-16,-10,-60,-3
CN1C(=O)c2cc(S(=O)(=O)NCc3ccccc3F)ccc2Oc2cccnc21,8,2,4,3,10,6,26,7
CN1CC[C@@H]2Oc3ccccc3S(=O)(=O)N(Cc3cccnc3)[C@H]2CC1,-19,-5,-2,-1,-1,0,-8,0
O=S1(=O)[C@@H]2CCN(c3ncccn3)CC[C@@H]2CN1Cc1cccc(Cl)c1,-14,-7,-1,2,1,2,6,-5
O=C(c1cnn(-c2ccc(F)cc2F)c1C1CCNCC1)N1CCN(c2ccccn2)CC1,-91,-14,5,11,3,-2,16,5

# A run of entries taken from the entries so far, as a working copy:
SMILES,USP8 block,USP17 inh,UCHL1 inh,OTUD3 inh,USP28 inh,USP10 block,USP30 inh,USP7 inh
CCOC(=O)C1=C(CNCc2ccccc2Cl)NC(=O)NC1c1ccccc1 (stereo not given),2,-2,2,0,-4,10,10,-24
C[C@H]1C(=O)N2CCN(S(=O)(=O)c3ccc4ccccc4c3)C[C@H]2C(=O)N1C,-4,-8,-1,-9,-9,-2,-4,0
COc1ccc(C(C(=O)Nc2ccc(F)cc2)N(C(=O)c2cnccn2)c2ccccc2)cc1 (stereo not given),7,9,4,12,6,0,3,0
Cc1cccnc1NC(=O)CC(c1cccc(F)c1)n1cccc1 (stereo not given),0,-1,4,1,0,-4,-2,-7
CCOc1ccccc1N(C)C(=O)c1cc(S(=O)(=O)NC2CCCCC2)ccc1F,-45,-10,0,-5,0,1,-29,-1
CSCc1c(C)noc1-c1cc(C)on1,-1,0,0,9,4,-1,8,x
CC(C)NC(=O)N1CC[C@H]2N(C)CC[C@@]2(C(=O)Nc2cccnc2)CC1,-2,3,0,3,4,0,9,1
O=C(c1ccc(Cn2c(=O)[nH]c3ccccc3c2=O)cc1)N1CCN(Cc2ccc3c(c2)OCO3)CC1,9,33*,5,0,18,4,25,6
Cc1ccc(NC(=O)CN2CCC3(CCC2=O)NC(=O)c2ccccc2N3)cc1Cl (stereo not given),-7,-7,3,-1,0,-1,-4,1
CCCc1ccc(C(C)NC(=O)c2cnn3c(C(F)F)cc(-c4ccc(OC)cc4)nc23)cc1 (stereo not given),22,34*,7,13,18,3,15,12
CCN1CCN(c2ccc(NC(=O)COc3ccccc3C)cc2)CC1,-11,-12,-7,-11,-16,-10,-60,-3
CN1C(=O)c2cc(S(=O)(=O)NCc3ccccc3F)ccc2Oc2cccnc21,8,2,4,3,10,6,26,7

# Next part:
SMILES,USP8 block,USP17 inh,UCHL1 inh,OTUD3 inh,USP28 inh,USP10 block,USP30 inh,USP7 inh
CCN1CCN(C(=O)c2n[nH]c3c2CCCCCC3)CC1,0,-5,-1,-2,-6,-2,-20,-9
O=S(=O)(Cc1ccc(Cl)cc1)N1CCCC1c1nnc2n1CCNCC2 (stereo not given),-1,4,-2,13,0,-5,3,-1
CC(=O)Nc1ccc(NC(=O)C(Cc2ccccc2)NC(=O)C2CCC(C)CC2)cc1 (stereo not given),-16,6,-5,0,-2,0,8,-6
Cc1nc(-c2cc(S(=O)(=O)NC3CC3)cn2C)sc1C(=O)N1CCCC1,4,-6,-1,-2,-6,0,0,3
CCC1=N[C@@]2(CC[C@@H]3CN(C(=O)Nc4ccc(CC)cc4)C[C@@H]32)C(=O)N1C,-21,-7,-1,-5,-8,1,-20,0
COc1ccc(Cl)cc1NC(=O)c1nc(-c2cn(-c3ccccc3)nn2)no1,99*,16,9,11,10,32*,14,-9
COc1cc(C2CCN(S(=O)(=O)c3cccc(C)c3)CC2)on1,23,15,2,16,0,1,14,4
Cc1cc(Nc2nc(C)cc(C)n2)cc(C2CN(C(=O)c3ccc(=O)n(C)c3)CCO2)n1 (stereo not given),14,14,2,10,10,0,27,7
CN(Cc1ccccn1)C(=O)c1nn(C)c2c1CCN(CC1CCC1)C2,-107,-18,-1,-2,-7,-1,-22,0
Fc1ccc(-n2ncc3c2ncn2c(-c4cccs4)nnc32)cc1,4,3,-5,-8,-7,-1,2,2
O=C1COc2ccc(S(=O)(=O)N3CCCC(C(=O)N4CCc5ccccc54)C3)cc2N1 (stereo not given),-71,20,-1,-11,4,-8,-12,-1
CNC(=O)c1nc2c(s1)CCN(C(=O)c1cc(C)on1)CC2,18,12,2,12,12,0,16,0
CC(C)(Oc1ccc(Cl)cc1)C(=O)N1CC(c2nc(-c3ccc[nH]c3=O)no2)C1,-81,-7,-1,-5,-7,1,-12,-2
COc1ccc(S(=O)(=O)n2c(SCC(=O)NCCc3ccccc3)nc3ccccc32)cc1,7,-11,5,7,12,-2,-10,2
Nc1nc(-c2ccc(Br)s2)ns1,-220,-33,0,8,11,-1,-1,1
O=C(NCc1ccccc1F)c1csc(-c2ccc(N3CCOCC3)nc2)n1,-4,-10,0,-10,3,4,13,-6
CC1=C(C(N)=O)C(c2ccc3c(c2)OCO3)n2ncnc2N1 (stereo not given),-3,5,1,5,8,1,20,5
CCOc1ncccc1CNC(=O)c1ccc2nc[nH]c2c1,5,6,-3,-3,-2,1,0,-2
CC(C)c1ccc(OCC(=O)NCc2nnnn2-c2ccc(Cl)cc2)cc1,5,12,5,17,20,8,26,-13
O=C(CCc1nc(-c2ccc(S(=O)(=O)N3CCCC3)cc2)no1)N1CCCCC1,-6,x,-4,-1,-2,2,4,-3
Cc1cn2c(S(=O)(=O)Nc3ccccc3C)c(C(C)C)nc2s1,7,0,3,8,4,2,23,3
O=C(O)C[C@@H]1CCN(C(=O)C2CCCCC2)C[C@@H]1CC1=NCCc2ccccc21,-103,-21,-6,-8,-11,-9,-65,-13
COc1ccc([C@@H]2CCN(C(=O)Cc3ccc(-n4cnnn4)cc3)C[C@H]2O)cc1,7,4,0,0,1,2,17,2
Cc1cccc(C(=O)N2CCN(Cc3cc(=O)c4cccc(Cl)c4[nH]3)CC2)c1,-15,-7,-12,0,2,-3,-23,-6
COc1ccc(-c2noc([C@@H]3C[C@H](NC(=O)c4ccccc4)CN3C)n2)cc1,-6,-64,-1,-4,-5,0,-47,-43
O=C(NC(c1ccccc1)c1ccccc1)c1ccc(Cl)c(S(=O)(=O)N2CCc3ccccc32)c1,-17,-27,-11,4,-14,-3,-79,-7
CNCC(=O)N1CCCC(c2nc(C)cc(Nc3cccc(C)n3)n2)C1 (stereo not given),-24,-7,0,-1,-8,3,-7,1
COc1ccc(NC(=O)CSc2ncnc3c2oc2ccccc23)c(OC)c1,0,32*,2,12,11,0,20,4
COc1ccc(CNC(=O)C(C)OC(=O)c2cc(-c3ccc(Br)cc3)nc3ccccc23)cc1 (stereo not given),13,-12,-2,-4,-3,-5,-22,4
O=C(CCc1ccc2[nH]ccc2c1)NC1CCCC1,-11,10,-1,0,-2,-5,-7,3
